# Vc quorum ag: inducers of Vibrio cholerae quorum light production without autoinducers; actives 0.16% (n = 350,000); V. cholerae BH1578 lux reporter, luminescence, 6 h; activation, % at 18.7 µM; in the data active = activation mostly above about 9.7%, no sharp cut-off; also: not every result past the cut was called active; inactives centre near 0; reference of the scale not given here
# UGM FP inh: blocks M. tuberculosis UGM enzyme; inhibition, % at 10 µM; P9WIQ1; purified UGM, fluorescence polarization probe displacement; actives 0.06% (n = 320,000); in the data active = inhibition above about 10%, passing the limit was not always enough
# FBA Mtb inh: Mtb fructose-bisphosphate aldolase inhibition; inhibition, % at 1 µM; purified M. tuberculosis FBA, fluorescence read-out; P9WQA3; actives 2.3% (n = 360,000); in the data active = inhibition above about 27%;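 also: 0% = vehicle and 100% = reference inhibitor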
# Target sequence (P9WQA3 whole entry, looked up): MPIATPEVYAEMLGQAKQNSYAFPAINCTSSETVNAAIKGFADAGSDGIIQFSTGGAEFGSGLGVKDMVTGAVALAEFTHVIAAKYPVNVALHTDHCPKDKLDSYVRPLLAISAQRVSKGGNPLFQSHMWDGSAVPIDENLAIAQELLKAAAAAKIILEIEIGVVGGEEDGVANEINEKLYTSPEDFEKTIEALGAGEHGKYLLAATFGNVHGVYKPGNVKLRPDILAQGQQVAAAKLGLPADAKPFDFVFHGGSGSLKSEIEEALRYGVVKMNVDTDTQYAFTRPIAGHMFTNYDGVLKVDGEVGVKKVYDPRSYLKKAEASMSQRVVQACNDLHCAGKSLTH
# BioA inh: blocks M. tuberculosis BioA enzyme activity | actives 0.096% (n = 360,000) | AID 602481 | inhibition, % at 9.99 µM | purified M. tuberculosis BioA enzyme, plate reader; in the data active = inhibition above about 40%
# Rv3671c protease: Rv3671c (M. tuberculosis) protease inhibition | actives 0.048% (n = 320,000) | inhibition, % at 5.96 µM; in the data active = inhibition above about 38%;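 also: extracellular domain of Rv3671c used as enzyme; 0% = enzyme with DMSO and 100% = no enzyme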
# Target sequence (P9WHR9 whole entry, looked up, the tested form may be a part): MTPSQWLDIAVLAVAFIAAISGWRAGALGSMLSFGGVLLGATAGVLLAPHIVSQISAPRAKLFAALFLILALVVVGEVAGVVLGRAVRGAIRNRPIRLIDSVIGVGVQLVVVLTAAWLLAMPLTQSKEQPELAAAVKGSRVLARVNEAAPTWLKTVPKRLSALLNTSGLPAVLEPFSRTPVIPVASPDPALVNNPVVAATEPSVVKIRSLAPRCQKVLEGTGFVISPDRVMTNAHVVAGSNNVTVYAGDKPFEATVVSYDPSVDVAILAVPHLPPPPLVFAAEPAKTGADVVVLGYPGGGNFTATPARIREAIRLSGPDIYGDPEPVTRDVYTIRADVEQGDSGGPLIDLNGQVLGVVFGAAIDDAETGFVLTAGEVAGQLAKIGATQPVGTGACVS
# GDH-TPI inh: counter-screen for M. tuberculosis FBA inhibitors: GDH-TPI coupled enzymes; GDH-TPI coupled enzyme counterscreen, NADH absorbance; AID 588335; inhibition, % at 4.8 µM; actives 1.2% (n = 360,000); in the data active = inhibition above about 30%;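 also: 0% = DMSO wells and 100% = wells lacking the enzyme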
# MazEF act: increases E. coli MazEF RNase cleavage of RNA. P0AE70. FAM/BHQ RNA-DNA oligo cleavage fluorescence, 5 h. activation, % at 20 µM. actives 0.32% (n = 350,000). AID 504720; in the data active = activation above about 50%
# Target sequence (P0AE70 whole entry, looked up): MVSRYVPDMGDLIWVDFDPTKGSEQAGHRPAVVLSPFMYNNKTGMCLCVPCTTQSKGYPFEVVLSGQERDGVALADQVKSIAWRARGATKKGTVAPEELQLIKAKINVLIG
# SARS 3CLpro inh: SARS-CoV 3CLpro protease inhibition. AID 1706. actives 0.14% (n = 290,000). P0C6X7. inhibition, % at 6 µM. recombinant SARS-CoV 3CLpro, quenched FRET peptide cleavage; in the data active = inhibition above about 12%
# SSB-PriA inh: blocks PriA binding to SSB C-terminal tail; AlphaScreen SSBct-PriA binding, biotinylated peptide; actives 0.6% (n = 430,000); AID 1272365; inhibition, % at 33 µM; in the data active = inhibition mostly above about 37%, no sharp cut-off; inactive = mostly below about 20%;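 also: plate controls were negative control peptide for no effect and reference peptide for full effect; strong numbers were not always called active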
# DUSP3 inh: inhibitors of human VHR1 phosphatase (DUSP3) | P51452 | inhibition, % at 13.3 µM | recombinant VHR phosphatase, pNPP absorbance | actives 0.52% (n = 290,000); in the data active = inhibition above about 50%; also: some compounds called inactive have numbers as strong as hits
# Target sequence (P51452 whole entry, looked up): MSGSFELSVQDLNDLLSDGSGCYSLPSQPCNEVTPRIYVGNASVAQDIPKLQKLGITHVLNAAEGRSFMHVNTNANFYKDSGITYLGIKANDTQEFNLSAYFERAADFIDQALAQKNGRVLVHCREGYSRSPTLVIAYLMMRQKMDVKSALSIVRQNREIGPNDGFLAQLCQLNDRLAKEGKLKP
# * hit, by the source's call; i = inactive; x = not tested or not shown; & = joins results of further samples. A portion of the library; the hit share may differ from the screen's.
SMILES,Vc quorum ag,UGM FP inh,FBA Mtb inh,BioA inh,Rv3671c protease,GDH-TPI inh,MazEF act,SARS 3CLpro inh,SSB-PriA inh,DUSP3 inh
CCOc1ccc(C(=O)N/N=C/c2cc(Cl)ccc2[N+](=O)[O-])cc1,-0.6,-0.8,3,x,1,9,-5,0,x,-2
COc1ccc(/C=N/NC(=O)c2cccc([N+](=O)[O-])c2)cc1O,-0.4,0.9,-2,x,-7,32*,-7,2,x,35
CN(C)c1ccc(N=Cc2cccn2C)cc1,-0.1,0.0,-4,0.6,-33,-3,8,-2,81,66
Cc1cc(=O)oc(C)c1C(=O)Nc1cccc2ccccc12,-5.6,-0.4,-5,-2.8,6,-3,4,1,8,29
COc1ccc(C(=O)NCc2nnc(SCC(=O)N3CCCc4ccccc43)o2)cc1OC,-2.7,-0.7,4,x,9,-2,3,5,9,-8
Cc1ccc(S(=O)(=O)N2CCN(C(=O)COC(=O)CCc3ccccc3)CC2)c(C)c1,-3.4,3.8,8,-4.7,-11,8,-5,x,-3,x
COc1ccc(CCNC(=O)C(C)OC(=O)c2ccco2)cc1OC (centres undefined),i,1.3,1,0.9,3,7,-1,4,-7,-14
Cc1ccc(C)c(N2CCN(C3CCCC(C)C3)CC2)c1 (centres undefined),-0.6,-2.3,2,-2.4,1,2,-2,-2,-4,22
COc1ccc(CSc2nnnn2-c2ccc(C(N)=O)cc2)cc1[N+](=O)[O-],1.4,-0.4,1,6.6,-12,9,5,-1,-6,7
CCn1c(SCC(=O)NCC2CCCO2)nnc1-c1ccccc1 (centres undefined),i,0.8,1,-1.0,9,4,-2,-2,-13,22
COc1cc2ncnc(NCc3ccc(Cl)cc3)c2cc1OC,i,-0.2,3,x,6,3,8,2,2,-3
Cn1c(CSCc2ccccc2Cl)n[nH]c1=S,i,2.5,-5,-1.2,2,-8,-1,-5,-2,-2
CN(C)c1ccc(C2Nc3cccc4cccc(c34)N2)cc1,1.4,0.1,-6,2.0,-4,15,5,3,8&9,18
CC(NC(=O)c1ccccc1F)c1nnc(SCc2nc3ccccc3c(=O)[nH]2)n1C (centres undefined),0.8,1.3,0,2.5,2,-2,7,0,7,-2
COc1cccc(CN2CCC(Oc3ccc(C(=O)N4CCCCC4)cc3)CC2)c1O,i,2.6,-1,-1.3,10,1,-1,6,1,11
COc1ccc(C(=O)NCC(=O)c2ccccc2)cc1,i,-2.8,1,0.1,7,4,4,5,-16,0
CN(C)C(=O)c1ccc(NC(=O)CC2SC(N3CCCC3)=NC2=O)cc1 (centres undefined),-0.3,-2.1,2,-1.5,-3,-5,-1,x,-16,x
CCc1ccc(S(=O)(=O)NCc2cn3ccsc3n2)s1,1.6,-0.8,-1,x,-5,10,3,3,-4,6
Cc1cc(=O)[nH]c(N/N=C/c2cc(C)n(CC(F)(F)F)c2C)n1,-4.2,-1.1,3,-0.1,8,40*,13,2,x,9
Cc1ccc(C)c(S(=O)(=O)N2CCNCC2)c1,0.6,0.3,-3,x,-3,0,-25,1,0,-8
Cc1ccccc1C(=O)NCC(=O)O,5.6,2.0,0,-0.3,1,-3,1,1,-9,19
CC(=O)c1ccc(NC(=O)Nc2ccccc2)cc1,i,-0.3,2,2.2,5,5,-3,2,-11,22
O=C1CC(C(F)(F)C(F)(F)C(F)(F)C(F)F)=Nc2ccccc2N1,-5.0,-1.8,1,0.6,-1,5,6,-6,-4,-6
CC(=O)N(CC#CCN(C(C)=O)c1ccccc1)c1ccccc1,-0.3,x,8,1.2,x,9,-7,x,x,x
CCOc1ccc(/C=N/NC(=O)c2ccc(O)cc2)cc1CN1CC2CC(C1)c1cccc(=O)n1C2 (centres undefined),-0.1,-2.0,-2,-0.4,0,24,10,x,x,x

# Just GDH-TPI inh, for 6 of the compounds above:
smiles,GDH-TPI inh
COc1cccc(CN2CCC(Oc3ccc(C(=O)N4CCCCC4)cc3)CC2)c1O,1
COc1ccc(C(=O)NCC(=O)c2ccccc2)cc1,4
CN(C)C(=O)c1ccc(NC(=O)CC2SC(N3CCCC3)=NC2=O)cc1 (centres undefined),-5
CCc1ccc(S(=O)(=O)NCc2cn3ccsc3n2)s1,10
Cc1cc(=O)[nH]c(N/N=C/c2cc(C)n(CC(F)(F)F)c2C)n1,40*
Cc1ccc(C)c(S(=O)(=O)N2CCNCC2)c1,0

# Further results
SMILES,Vc quorum ag,UGM FP inh,FBA Mtb inh,BioA inh,Rv3671c protease,GDH-TPI inh,MazEF act,SARS 3CLpro inh,SSB-PriA inh,DUSP3 inh
CNC(=S)NC1CC2CCCC(C1)N2Cc1ccc(C)cc1 (centres undefined),-0.2,0.9,2,0.4,-1,1,6,-4,-1,21
CN(Cc1ccnc2ccccc12)C(=O)C1CCC(=O)N(Cc2ccccc2F)C1 (centres undefined),0.6,-1.3,1,7.7,-6,3,-3,4,-3,18
Cc1n[nH]c(=O)n1-c1cccc(C(F)(F)F)c1,i,-0.9,-1,-0.1,-1,10,-3,-5,-4,37
CCCN(CCC)CCNC(=O)C1CCN(Cc2nc(-c3ccc(Cl)cc3)oc2C)CC1,i,-1.0,-1,-1.2,-8,8,0,-1,0,10
C[C@@H]1CCCCO[C@H](CN(C)Cc2ccc(C(=O)O)cc2)[C@@H](C)CN([C@H](C)CO)C(=O)c2cc(NC(=O)CCC(F)(F)F)ccc2O1,i,x,1,0.1&-2.1,x,-6,0,x,x,x
NC(=O)CCC(NC(=O)c1ccc(Cl)cc1)C(=O)O (centres undefined),-0.4,-2.2,-7,x,5,-2,-1,6,-1,12
CCC(=O)Nc1cccc(C(=O)c2ccccc2)c1,i,-3.5,-1,1.2,-9,15,0,5,-5,3
COc1ccc(CCC(=O)Nc2nnc(C)s2)cc1,-0.8,-1.8,0,-1.6,4,-1,6,x,-6,x
CCOC(=O)c1ccccc1-c1csc(NS(=O)(=O)c2ccc(Cl)cc2)n1,1.5,-0.4,-1,-0.4,-3,7,-4,5,8,6
COc1ccc(S(=O)(=O)N2CCN(CC(=O)Nc3ccccc3OC)CC2)cc1,0.3,1.4,-8,0.9,-2,13,-7,1,-14,6
O=C(N=Nc1c(O)[nH]c2ccc(Br)cc12)c1cc(-c2cccs2)nc2ccccc12,2.3,x,3,9.9,x,6,-2,-3,-4,15
NS(=O)(=O)c1ccc(CNS(=O)(=O)c2cc(Cl)ccc2Cl)cc1,-0.2,2.3,3,x,-3,1,11,-1,-11,0
COc1ccccc1NC(=O)Nc1cccc(C)n1,-0.3,1.9,2,-5.1,x,5,-5,-3,-29,4
CCc1nc(SCc2ccc(OCC(C)C)cc2)n[nH]1,-0.2,-0.1,3,0.6,1,2,2,2,-11,-13
Cc1ccc(Nc2cc(C)nc3ncnn23)c(C)c1,-0.3,0.2,0,-0.3,-4,4,0,-5,-14,26
CC12CCC(C(=O)NNc3ccccc3)(C(=O)C1=O)C2(C)C (centres undefined),i,-2.0,2,-0.4,-1,-7,0,-3,6,7
Cc1ccccc1NC(=O)c1cc[n+]([O-])cc1,-0.1,-0.4,2,x,10,6,13,4,-6,21
Cn1c(=O)c2c(nc(Cc3ccccc3)n2C)n(C)c1=O,i,-3.4,5,-0.1,-5,13,4,1,1,13
Cc1cc(C)cc(SCc2noc(C(=O)NCCN(C)C)c2C(=O)NCCN(C)C)c1,-0.8,-1.0,1,0.7,0,-2,3,x,-2,x
CCC(=O)N1CCC1(C)C(=O)Nc1ccc(C)c(C)c1 (centres undefined),i,x,-1,0.5,x,5,x,x,x,x
Cc1ccc(S(=O)(=O)NCc2ccccc2)cc1C(=O)N1CCCC(C(F)(F)F)C1 (centres undefined),-11,0.2,-3,0.6,4,-1,5,x,-9,x
COc1ccc(OCC(=O)Nc2ccc3nc(C)sc3c2)cc1,-1.0,-0.1,1,x,-6,3,3,2,-10,42
CCCCNc1c(-c2ccc(-c3cccc(Cl)c3)cc2)nc2ccc(Cl)cn12,0.4,4.1,2,-0.6,-9,-4,-5,x,-9,x
CCN(C(=O)c1ccc(NC(C)=O)cc1)c1ccccc1,i,-0.6,4,x,11,-3,1,3,-14,6
COc1cc(OC)cc(C(=O)N2CCCc3ccccc32)c1,-0.5,-1.5,0,0.3,-1,-3,-1,1,-14,19

# Reprinted from the entries so far (two entries):
SMILES,Vc quorum ag,UGM FP inh,FBA Mtb inh,BioA inh,Rv3671c protease,GDH-TPI inh,MazEF act,SARS 3CLpro inh,SSB-PriA inh,DUSP3 inh
CCN(C(=O)c1ccc(NC(C)=O)cc1)c1ccccc1,i,-0.6,4,x,11,-3,1,3,-14,6
COc1cc(OC)cc(C(=O)N2CCCc3ccccc32)c1,-0.5,-1.5,0,0.3,-1,-3,-1,1,-14,19

# Pulled one by one from the list above:
SMILES,Vc quorum ag,UGM FP inh,FBA Mtb inh,BioA inh,Rv3671c protease,GDH-TPI inh,MazEF act,SARS 3CLpro inh,SSB-PriA inh,DUSP3 inh
Cc1ccc(C)c(S(=O)(=O)N2CCNCC2)c1,0.6,0.3,-3,x,-3,0,-25,1,0,-8
Cc1cc(C)cc(SCc2noc(C(=O)NCCN(C)C)c2C(=O)NCCN(C)C)c1,-0.8,-1.0,1,0.7,0,-2,3,x,-2,x
Cn1c(=O)c2c(nc(Cc3ccccc3)n2C)n(C)c1=O,i,-3.4,5,-0.1,-5,13,4,1,1,13

# The listing continues.
SMILES,Vc quorum ag,UGM FP inh,FBA Mtb inh,BioA inh,Rv3671c protease,GDH-TPI inh,MazEF act,SARS 3CLpro inh,SSB-PriA inh,DUSP3 inh
CSc1nnnn1-c1ccc(C(=O)O)cc1,-0.2,1.8,6,-1.0,-7,0,4,3,-11,26
O=C(O)CC(C(=O)Nc1ccc(F)cc1)C1CCCO1 (centres undefined),i,-0.9,-2,x,8,1,0,0,8,35
COc1ccc(N(CC(=O)Nc2ccc(Cc3ccncc3)cc2)S(=O)(=O)c2ccccc2)cc1,i,-2.6,-1,-1.5,-14,-5,-1,-6,8,25
CCCSCCCNC(=O)CN1C(=O)COc2ccc(S(=O)(=O)N3CCCC3)cc21,i,-1.8,-3,-0.4,5,4,9,-3,-8,4
O=C(c1ccc2c(c1)OCCO2)N1CCN(Cc2c(F)cccc2Cl)CC1,i,-1.3,2,-0.6,-3,4,-15,x,-1,x
CC(C)(C)NC(=O)COC(=O)c1cncc(Br)c1,3.2,-0.9,0,0.0,2,1,1,3,-6,26
Cc1cc(C(=O)Nc2ccc(S(=O)(=O)N3CCCC3)cc2)cs1,i,-2.9,1,5.2,-7,-8,9,3,-22,-6
CCCNC(=O)N[C@@H](CCSC)C(=O)OC,-0.4,-0.5,8,-1.1,-5,5,-1,-2,-8,-45
Cc1ccccc1N(CC(=O)NC1CCCC1)C(=O)C1(C)CC(=O)N=C2C=CC=CN21 (centres undefined),-0.4,-1.9,74*,-0.3,-3,12,5,1,7,22
Cc1cc(Cl)nc(Cl)c1C(=O)NC(=O)NCCC(C)C,-1.3,-3.8,2,x,0,-2,-1,0,-18,41
COCCNC(=O)C1(C)CCCN(C(=O)c2cc(F)cc(F)c2)C1 (centres undefined),i,x,-2,-1.8,x,-1,x,x,x,x

# Whole records from above.
# Listed for Cc1cc(Cl)nc(Cl)c1C(=O)NC(=O)NCCC(C)C = Vc quorum ag: -1.3; UGM FP inh: -3.8; FBA Mtb inh: 2; BioA inh: x; Rv3671c protease: 0; GDH-TPI inh: -2; MazEF act: -1; SARS 3CLpro inh: 0; SSB-PriA inh: -18; DUSP3 inh: 41
# Listed for O=C(c1ccc2c(c1)OCCO2)N1CCN(Cc2c(F)cccc2Cl)CC1 = Vc quorum ag: i; UGM FP inh: -1.3; FBA Mtb inh: 2; BioA inh: -0.6; Rv3671c protease: -3; GDH-TPI inh: 4; MazEF act: -15; SARS 3CLpro inh: x; SSB-PriA inh: -1; DUSP3 inh: x

# Screening data deposited in PubChem BioAssay by several laboratories.
